TEAD-YAP inh = TEAD-YAP interaction inhibition | HEK-TIYL cells, TEAD-Gal4/YAP UAS-luciferase luminescence | inhibition, % at 9.12 µM | 640,000 compounds, 1.4% hits; in the data active = inhibition above about 32%;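 note: 0% = median of test compound wells and 100% = reference inhibitor wells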
MITF inh = blocks human microphthalmia-associated transcription factor; AlphaScreen MITF homodimerization, bead proximity signal; inhibition, % at 2.6 µM; AID 1259374; O75030; 650,000 compounds, 0.91% hits; in the data active = inhibition above about 50%;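 note: 0% = vehicle wells with protein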
Target sequence (O75030 whole entry, looked up): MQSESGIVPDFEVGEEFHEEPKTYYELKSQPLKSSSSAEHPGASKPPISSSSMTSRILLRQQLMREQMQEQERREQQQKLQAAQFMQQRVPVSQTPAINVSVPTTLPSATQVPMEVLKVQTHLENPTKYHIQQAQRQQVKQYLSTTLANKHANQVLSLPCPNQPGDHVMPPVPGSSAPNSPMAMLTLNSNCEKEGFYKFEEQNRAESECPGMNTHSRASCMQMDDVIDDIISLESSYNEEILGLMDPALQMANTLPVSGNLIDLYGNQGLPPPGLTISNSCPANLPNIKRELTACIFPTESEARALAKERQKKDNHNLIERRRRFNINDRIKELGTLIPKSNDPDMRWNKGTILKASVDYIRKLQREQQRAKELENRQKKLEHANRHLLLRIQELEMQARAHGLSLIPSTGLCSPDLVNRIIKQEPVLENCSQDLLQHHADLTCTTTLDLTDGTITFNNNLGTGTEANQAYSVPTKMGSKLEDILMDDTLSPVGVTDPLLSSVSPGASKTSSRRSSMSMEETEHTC
FBW7 act = human FBW7 E3 ligase activation, primary screen. AlphaScreen FBW7–phospho-cyclin E peptide binding, activator screen. 650,000 compounds, 0.13% hits. Q969H0. normalized activity (activation), % at 26.1 µM; in the data active = normalized activity above about 1.9%;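 note: purified mutant Fbw7 with reduced substrate affinity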
GPR151 activ = activates the human receptor GPR151; AID 1508602; PathHunter beta-arrestin GPR151 cells, luminescence; activation, % at 11.2 µM; 650,000 compounds, 1% hits; Q8TDV0; in the data active = activation above about 4.9%;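 note: 0% = median of compound wells and 100% = cells with positive control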
Target sequence (Q8TDV0 whole entry, looked up): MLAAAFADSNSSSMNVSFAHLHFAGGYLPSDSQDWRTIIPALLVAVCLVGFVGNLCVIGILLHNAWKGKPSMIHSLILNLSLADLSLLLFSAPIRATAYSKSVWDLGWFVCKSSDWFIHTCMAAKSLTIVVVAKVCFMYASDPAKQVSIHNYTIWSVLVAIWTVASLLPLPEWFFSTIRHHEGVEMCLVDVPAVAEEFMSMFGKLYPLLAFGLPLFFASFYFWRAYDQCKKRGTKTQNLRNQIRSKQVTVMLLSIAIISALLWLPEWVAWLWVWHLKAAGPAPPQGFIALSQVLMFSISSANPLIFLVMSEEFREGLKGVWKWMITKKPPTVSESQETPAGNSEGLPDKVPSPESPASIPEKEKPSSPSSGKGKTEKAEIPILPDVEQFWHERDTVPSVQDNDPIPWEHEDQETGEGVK
Active calls of the source: *; . = no result given.

#1 COc1ccc(C(=O)CSC2=N/C(=C/c3ccc(F)cc3)C(=O)N2c2ccccc2)cc1
#2 CCc1ccc(NC(=O)c2cccc([N+](=O)[O-])c2C)cc1
#3 CN(C(=O)CCNC(=O)Cn1cnc2sc3c(c2c1=O)CCCC3)c1ccc(Cl)cc1
#4 Cc1nc2ccccc2n(C)c1=O
#5 CN(CC1CCN(Cc2ccccc2)CC1)c1nncc(-c2ccccc2)n1
#6 CCCNC(=O)c1ccc2c(c1)ncn2-c1ccc(OCc2ccccc2)cc1
#7 COC(=O)c1cc2c(cc1NC(=O)c1sc3nc4n(c(=O)c3c1C)CCCC4)OCO2
#8 CC(OC(=O)CCCSc1nc2ccccc2s1)C(=O)NC(N)=O (stereo not drawn)

Compound	1	2	3	4	5	6	7	8
TEAD-YAP inh	-7	-18	-2	-9	-6	-18	8	17
MITF inh	1	7	-9	-4	-13	2	-1	-8
FBW7 act	0.0	0.2	-0.2	-0.1	0.7	0.0	0.4	0.0
GPR151 activ	0.5	1.6	-1.1	0.2	0.9	-0.7	-0.4	-6.7

#9 COc1ccccc1C1CC(c2ccc(Br)cc2)=NN1S(=O)(=O)c1ccc(C)cc1 (stereo not drawn)
#10 c1ccn2cc(-c3ccc4c(c3)OCO4)cc2c1
#11 COc1cccc(-c2cc(N)n(S(=O)(=O)c3cccc4nsnc34)n2)c1
#12 O=C1CC(c2ccccc2)CC2=C1C(c1ccc([N+](=O)[O-])cc1)Nc1ccccc1N2 (stereo not drawn)
#13 O=C1/C(=C\c2ccccc2[N+](=O)[O-])Sc2ccccc21
#14 Cc1cc(S(=O)(=O)N2CCCC(C)C2)ccc1-n1cnnn1 (stereo not drawn)
#15 CCOc1ccc(NC(=O)CCS(=O)(=O)c2ccc3c(c2)OCC(=O)N3)cc1
#16 O=C(CC1C(=O)NCCN1CCc1ccccc1)NCc1cc2cc(Cl)ccc2[nH]1 (stereo not drawn)

Compound	9	10	11	12	13	14	15	16
TEAD-YAP inh	0	-11	-1	14	4	2	-1	0
MITF inh	10	20	15	14	-4	11	6	4
FBW7 act	0.0	0.3	-0.2	0.4	-0.2	0.1	0.2	-0.1
GPR151 activ	0.0	-0.3	1.4	0.2	0.7	-0.2	0.8	0.9

#17 Cc1cccc(OCc2nnc(NC(=O)C3CCCCC3)s2)c1
#18 CCn1ccnc1N1CCN(CC(=O)Nc2ccccc2C)CC1
#19 O=C(N/N=C\c1ccncc1)c1ccccc1O
#20 Cc1ccc(-c2cc(-c3c[nH]c4ccccc34)[nH]n2)cc1
#21 Cc1ccc(/C=N/NC(=O)CSc2nnc(SCc3ccccc3)s2)o1
#22 O=C(O)c1ccc(S(=O)(=O)c2ccc3c(c2)C(=O)N(c2cccc(I)c2)C3=O)cc1
#23 Cc1cc2ncn(CN3CCN(S(=O)(=O)c4ccccc4F)CC3)c2cc1C
#24 Cc1ccc(NC(=O)Cc2ccccc2)c(C)c1

Compound	17	18	19	20	21	22	23	24
TEAD-YAP inh	-9	-9	-23	-76	2	3	-4	-16
MITF inh	-2	-5	-8	2	0	6	2	5
FBW7 act	-0.3	-0.1	-0.1	-0.1	0.1	0.1	0.0	-0.1
GPR151 activ	1.8	3.4	-1.3	2.6	0.3	-0.1	0.6	0.2

#25 O=C(NNc1ccc([N+](=O)[O-])cc1[N+](=O)[O-])c1ccccc1
#26 O=C1CCC(CCC(=O)N2CCC(Sc3ccc(F)cc3)CC2)(Cc2cccs2)N1 (stereo not drawn)
#27 Cc1ccc(C(=O)NCCO)c(Cl)c1
#28 CCOC(=O)N1CCN(C(=O)c2cc3c(=O)n(C)c4ccccc4c3s2)CC1
#29 Cc1ccc(N(CC(=O)N(Cc2ccccc2)Cc2ccccc2)S(=O)(=O)c2ccc(F)cc2)cc1
#30 O=C(CSCc1ccccc1Br)N/N=C/c1ccccc1O
#31 Cc1ccc2cc3c(nc2n1)CCN(CC(O)COc1ccccc1)C3 (stereo not drawn)
#32 CCN(CC)CC(=O)N1N=C(c2c(-c3ccccc3)c3cc(Br)ccc3[nH]c2=O)CC1c1ccc(Br)cc1 (stereo not drawn)

Compound	25	26	27	28	29	30	31	32
TEAD-YAP inh	73*	6	-13	7	18	4	1	8
MITF inh	14	6	0	12	12	-4	-1	-9
FBW7 act	-0.3	0.3	-0.1	0.1	0.1	-0.1	0.0	-0.1
GPR151 activ	-0.3	0.4	1.8	-0.6	0.9	-0.9	0.1	0.4

#33 CC1(C)CC(=O)C2=C(C1)N(c1ccc(Cl)cc1Cl)C1=C(C(=O)CC(C)(C)C1)C2c1ccc(Cl)cc1Cl
#34 Cc1cccc(OCC(=O)Nc2ccc3c(c2)C(=O)c2ccccc2C3=O)c1
#35 O=C(CCCn1cnc([N+](=O)[O-])n1)Nc1ccc(F)c(Cl)c1
#36 CC(=O)Nc1ccc(/C=N/NC(=O)CSc2cc(C)c(Br)cc2C)cc1
#37 CC(Oc1ccccc1)C(=O)N(C)Cc1ccccc1 (stereo not drawn)
#38 Clc1ccc(OCc2nc(-c3ccccc3)no2)c(Cl)c1
#39 CC12CC(NC(=O)N1c1ccccc1F)c1ccccc1O2 (stereo not drawn)
#40 O=C(Cn1cnc2c(nnn2-c2ccccc2)c1=O)N1CCc2ccccc21

Compound	33	34	35	36	37	38	39	40
TEAD-YAP inh	13	-13	-12	5	-4	-51	-2	-4
MITF inh	-7	-2	-26	-11	15	1	-10	0
FBW7 act	0.0	-0.2	0.1	-0.2	-0.1	0.2	0.4	-0.2
GPR151 activ	-0.3	-1.4	-1.9	1.2	2.1	0.6	0.5	-0.9

#41 CCCN(CCO)Cc1ccc(F)c(Br)c1
#42 C/C(=N\NC(=O)c1ccccc1O)c1ccc(-n2cnnn2)cc1
#43 O=C(N/N=C/c1cccc(O)c1O)c1ccc(O)cc1
#44 Cc1ccc(CSCc2ccc(C(=O)NCc3ccco3)o2)cc1
#45 Cc1ccc(Cc2c(C)nc3c(C(=O)N4CCN(c5cccc(C(F)(F)F)c5)CC4)cnn3c2C)cc1
#46 COc1cccc(Cc2cc(C(=O)N3CCN(C(=O)c4cccs4)CC3)on2)c1
#47 O=C(O)CC(SCC(=O)Nc1ccc(Br)cc1)C(=O)O (stereo not drawn)
#48 COc1ccc(NC(=O)c2ccc(NC(=O)CSc3nnc(N)s3)cc2)cc1

Compound	41	42	43	44	45	46	47	48
TEAD-YAP inh	5	-67	-9	0	-8	-64	8	-4
MITF inh	42	18	57*	19	3	15	0	-7
FBW7 act	-0.3	-0.2	-1.1	0.7	0.0	0.6	0.2	8.2*
GPR151 activ	0.4	-1.0	-0.6	-0.1	4.1	-0.1	0.8	-0.6

#49 Cc1ccnc(SCc2cn3cc(Br)ccc3n2)n1
#50 OCCCNc1cc(-c2cncc(-c3ccccc3)c2)nc(-c2ccccc2)n1
#51 Cc1sc2ncn(CC(=O)NCCCC(=O)N3CCC(C(N)=O)CC3)c(=O)c2c1C
#52 O=C(/C=C/c1cccs1)NC(=S)NNC(=O)c1cccnc1
#53 C/C(=N\N=C(/N)SC1CC(=O)N(c2ccccc2)C1=O)c1ccc(O)cc1 (stereo not drawn)
#54 CCOc1ccc(C2C(C(=O)Nc3cccc(C)n3)=C(C)NC3=C2C(=O)CCC3)cc1 (stereo not drawn)
#55 CCCCc1ccc(NC(=O)COc2ccccc2Cl)cc1
#56 O=C(/C=C/c1ccc(/C=C/C(=O)Nc2ccc(C3=NCCN3)cc2)cc1)Nc1ccc(C2=NCCN2)cc1

Compound	49	50	51	52	53	54	55	56
TEAD-YAP inh	-62	15	-13	-2	-9	-6	2	.
MITF inh	-4	-1	-7	22	5	4	7	-15
FBW7 act	-0.1	-0.1	0.1	0.1	0.1	0.2	0.0	.
GPR151 activ	0.4	4.0	-0.9	0.9	-0.5	0.5	0.0	3.5

#57 Cc1nc(NCc2ccc3c(c2)OCCO3)sc1-c1ccn(C)n1
#58 CCOC(=O)c1c(C)c(C(=O)N2CCCCCC2)c(C)n1CC
#59 O=C(CSc1cccc[n+]1[O-])NC1CCCCC1
#60 Cc1cc(Nc2ccc(O)cc2)nc2cccc(O)c12
#61 CC(=O)c1ccc(NC(=O)N2CCC3(CC2)N=C(C)C(c2ccccc2)=N3)cc1
#62 CCCCc1ccc(N2CC(c3nc4ccccc4n3CC(=O)N3CCOCC3)CC2=O)cc1 (stereo not drawn)
#63 N#CC(C#N)=C1SCC(=O)N1c1ccc(F)cc1
#64 CCCCOC(=O)CSC1=C(C#N)C(c2ccccc2Cl)CC(=O)N1 (stereo not drawn)

Compound	57	58	59	60	61	62	63	64
TEAD-YAP inh	-15	-8	6	9	-5	11	-1	5
MITF inh	6	-4	-10	-1	13	-2	13	3
FBW7 act	0.0	-0.2	-0.1	-0.3	0.3	0.0	0.0	0.0
GPR151 activ	0.3	1.4	0.1	0.1	-1.2	0.6	0.5	0.8

#65 O=C(N/N=C/c1cccc(-c2ccccc2)c1)c1ccccc1O
#66 CN(C1=NC(=O)/C(=C/c2ccccc2OCC(=O)O)S1)c1ccc(O)cc1
#67 CC1CN(C(=O)CCC(=O)NC2CCCC2)c2ccccc2O1 (stereo not drawn)
#68 O=C(NNc1ccccn1)C(c1ccccc1)c1ccccc1
#69 CCc1ccc(C(=O)COC(=O)CNC(=O)CNS(=O)(=O)c2ccccc2)cc1
#70 O=C(CNc1ccc2ccccc2c1)N/N=C/c1c(O)ccc2ccccc12
#71 CCOC(=O)C1=C(C)N=c2s/c(=C\c3cc([N+](=O)[O-])ccc3N3CCOCC3)c(=O)n2C1c1ccc(OC)cc1 (stereo not drawn)
#72 O=C(CN1CCN(c2nc3ccccc3s2)CC1)NC1CCCC1

Compound	65	66	67	68	69	70	71	72
TEAD-YAP inh	-32	-8	-6	5	8	17	-3	-20
MITF inh	3	-3	5	3	9	23	-15	16
FBW7 act	0.1	-0.1	0.0	-0.1	0.7	-0.1	0.1	-0.1
GPR151 activ	-1.8	0.9	5.1*	-0.6	-0.1	1.1	0.6	-2.6

#73 CSc1cccc(NC(=O)CC2CCCCN2S(=O)(=O)c2ccc(F)cc2)c1 (stereo not drawn)
#74 CN1C2CCC1CC(N(CCc1ccccc1)C(=O)c1ccccc1)C2 (stereo not drawn)
#75 CCOC(=O)C1=C(O)/C(=C/c2cccc(O)c2)SC1=Nc1ccccc1
#76 O=C(Nc1ccc(Oc2cccnc2)cc1)c1ccc(F)cc1
#77 CN(C)CCCNC(=S)N1CCN(c2nc(-c3ccccc3)cs2)CC1
#78 O=C(CCC(=O)N1CCOc2ccccc21)NCCCN1CCOCC1
#79 COc1cc(/C=C2\N=C(c3cc(OC)c(OC)c(OC)c3)OC2=O)cc(Br)c1OC(C)=O
#80 O=C(CC1(O)C(=O)N(CCc2ccccc2)c2ccccc21)c1ccccc1 (stereo not drawn)
#81 CC(=O)N1CCN(c2ccc3cccc(-c4ccc(C)cc4)c3n2)CC1

Compound	73	74	75	76	77	78	79	80	81
TEAD-YAP inh	-16	0	0	-27	-2	-2	7	4	14
MITF inh	0	1	12	-1	-12	-1	11	12	11
FBW7 act	-0.1	0.1	0.3	-0.2	-0.2	-0.2	0.3	0.8	0.0
GPR151 activ	-0.2	-0.3	-0.7	-1.1	-0.2	1.7	5.5*	-0.6	1.6

Ordered by molar mass (highest first): 12 of the compounds above
#71 CCOC(=O)C1=C(C)N=c2s/c(=C\c3cc([N+](=O)[O-])ccc3N3CCOCC3)c(=O)n2C1c1ccc(OC)cc1 (stereo not drawn)
#79 COc1cc(/C=C2\N=C(c3cc(OC)c(OC)c(OC)c3)OC2=O)cc(Br)c1OC(C)=O
#73 CSc1cccc(NC(=O)CC2CCCCN2S(=O)(=O)c2ccc(F)cc2)c1 (stereo not drawn)
#69 CCc1ccc(C(=O)COC(=O)CNC(=O)CNS(=O)(=O)c2ccccc2)cc1
#77 CN(C)CCCNC(=S)N1CCN(c2nc(-c3ccccc3)cs2)CC1
#80 O=C(CC1(O)C(=O)N(CCc2ccccc2)c2ccccc21)c1ccccc1 (stereo not drawn)
#70 O=C(CNc1ccc2ccccc2c1)N/N=C/c1c(O)ccc2ccccc12
#78 O=C(CCC(=O)N1CCOc2ccccc21)NCCCN1CCOCC1
#74 CN1C2CCC1CC(N(CCc1ccccc1)C(=O)c1ccccc1)C2 (stereo not drawn)
#81 CC(=O)N1CCN(c2ccc3cccc(-c4ccc(C)cc4)c3n2)CC1

Compound	71	79	73	69	77	80	70	78	74	81
TEAD-YAP inh	-3	7	-16	8	-2	4	17	-2	0	14
MITF inh	-15	11	0	9	-12	12	23	-1	1	11
FBW7 act	0.1	0.3	-0.1	0.7	-0.2	0.8	-0.1	-0.2	0.1	0.0
GPR151 activ	0.6	5.5*	-0.2	-0.1	-0.2	-0.6	1.1	1.7	-0.3	1.6

#72 O=C(CN1CCN(c2nc3ccccc3s2)CC1)NC1CCCC1
#68 O=C(NNc1ccccn1)C(c1ccccc1)c1ccccc1

Compound	72	68
TEAD-YAP inh	-20	5
MITF inh	16	3
FBW7 act	-0.1	-0.1
GPR151 activ	-2.6	-0.6
